# CHO-K1 Ca antag – counter-screen for M1 antagonists: effect in parental CHO-K1 cells | inhibition, % at 3 µM | ATP-induced calcium, Fluo-8 fluorescence | hit rate 0.6% among 360,000;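 active = inhibition above a per-plate cutoff, the plate's mean sample inhibition plus 3 SD, cut at about 24% in these data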;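 also: 0% = DMSO plus EC80 ATP and 100% = DMSO alone without ATP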
# CHRM4 antagonist – human M4 muscarinic receptor antagonists, primary screen, CHO cells, Fluo-8 calcium fluorescence. Muscarinic acetylcholine receptor M4 (Homo sapiens), P08173. CHO-hM4 cells, ACh EC80. inhibition, % at 3 µM. hit rate 0.73% among 360,000. AID 624125, 2012;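 active = inhibition above its plate's cutoff, the mean inhibition of sample wells plus 3 SD, cut at about 27% in these data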;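 also: 0% = acetylcholine EC80 with DMSO and 100% = DMSO without agonist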
# Target sequence (P08173 whole entry, looked up): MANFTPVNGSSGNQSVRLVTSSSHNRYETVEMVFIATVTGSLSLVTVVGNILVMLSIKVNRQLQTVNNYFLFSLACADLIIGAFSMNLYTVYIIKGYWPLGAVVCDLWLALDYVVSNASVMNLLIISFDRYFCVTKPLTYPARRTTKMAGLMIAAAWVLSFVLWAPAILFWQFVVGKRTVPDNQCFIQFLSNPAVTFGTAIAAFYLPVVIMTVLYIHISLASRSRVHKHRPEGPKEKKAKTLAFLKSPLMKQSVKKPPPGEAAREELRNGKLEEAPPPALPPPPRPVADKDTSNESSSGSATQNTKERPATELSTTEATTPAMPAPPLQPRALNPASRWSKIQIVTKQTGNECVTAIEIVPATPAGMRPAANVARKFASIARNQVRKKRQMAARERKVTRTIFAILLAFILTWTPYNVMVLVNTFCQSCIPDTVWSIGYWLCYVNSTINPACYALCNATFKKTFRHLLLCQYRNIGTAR
# CHRM1 antagonist – human M1 muscarinic receptor antagonists, primary screen, CHO-K1 cells, Fluo-8 calcium fluorescence, 1536-well | CHO-K1 hM1, ACh EC80 antagonist | hit rate 1.3% among 360,000 | Muscarinic acetylcholine receptor M1 (Homo sapiens), P11229 | inhibition, % at 3 µM;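 active = percent inhibition above its own plate's cutoff, namely the mean of that plate's compound wells plus 3 SD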;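 also: peak over basal fluorescence ratio during 140 s after agonist addition; 0% = ACh EC80 plus DMSO and 100% = DMSO alone without agonist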
# CHO-K1 Ca ag – counter-screen for M1 agonists: effect in parental CHO-K1 cells; Fluo-8 calcium fluorescence; scaled to maximal ATP response, vehicle zero; activation, % at 3 µM; hit rate 0.48% among 360,000; AID 602248, 2012; in the data active = activation above about 15%;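 also: untransfected CHO-K1 host cells lacking M1 receptor as counterscreen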
# CHRM1 PAM – human M1 muscarinic receptor positive allosteric modulators, primary screen, CHO-K1 cells, Fluo-8 calcium fluorescence, 1536-well. Muscarinic acetylcholine receptor M1 (Homo sapiens), P11229. CHO-K1 hM1, ACh EC20; 0% = ACh EC20, 100% = maximal ACh. activation, % at 3 µM. hit rate 0.088% among 360,000; in the data active = activation above about 19%, passing the limit was not always enough
# M1 ag – human M1 muscarinic receptor agonists, primary screen, Fluo-8 calcium fluorescence, CHO-K1 cells, HTS; Muscarinic acetylcholine receptor M1 (Homo sapiens), P11229; CHO-K1 hM1, agonist mode; 0% DMSO, 100% acetylcholine EC100; activation, % at 3 µM; hit rate 0.33% among 360,000; AID 588814, 2011;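 active = activation above the run's mean compound activation plus 3 SD, cut at about 16% in these data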;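 also: peak over basal fluorescence ratio within a 140 s kinetic read after compound addition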
# CHRM4 agonist – human M4 muscarinic receptor agonists, primary screen, CHO-K1 cells, Fluo-8 calcium fluorescence; hit rate 0.14% among 360,000; Muscarinic acetylcholine receptor M4 (Homo sapiens), P08173; activation, % at 3 µM; AID 624127, 2012; CHO-K1 hM4/Gqi5; vehicle 0%, full acetylcholine response 100%;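 active = activation above the run mean over all test wells plus 3 SD, cut at about 32% in these data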;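 also: peak over basal fluorescence ratio per well then scaled between controls; 0% = DMSO wells and 100% = acetylcholine at EC100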
# OXTR potentiator – human OXTR potentiators, primary screen, fluorescence, CHO-OTR cells, Fluo-8 calcium; Fluo-8 calcium fluorescence, potentiator mode; 0% = oxytocin EC15, 100% = EC100; activation, % at 3 µM; hit rate 0.061% among 320,000;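 active = activation above that plate's cutoff, the mean activation of tested compounds plus 3 SD, cut at about 6.6% in these data, passing the limit was not always enough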;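 also: 100% uses oxytocin at 75 nM as the full agonist control; some results filed as inactive read as strong as hits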
# Target sequence (P30559 whole entry, looked up): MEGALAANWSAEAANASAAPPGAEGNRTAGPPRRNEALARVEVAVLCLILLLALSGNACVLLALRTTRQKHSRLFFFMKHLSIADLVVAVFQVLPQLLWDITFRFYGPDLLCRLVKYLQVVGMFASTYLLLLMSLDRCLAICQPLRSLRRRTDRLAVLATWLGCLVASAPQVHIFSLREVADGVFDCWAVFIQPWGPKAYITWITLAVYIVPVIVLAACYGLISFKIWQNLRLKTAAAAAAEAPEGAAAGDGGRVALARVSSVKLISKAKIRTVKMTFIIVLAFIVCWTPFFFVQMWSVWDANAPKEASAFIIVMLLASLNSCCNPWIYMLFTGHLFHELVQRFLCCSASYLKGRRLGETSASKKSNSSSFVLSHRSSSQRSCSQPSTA
#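 Replication – single well per compound, singlicate · Assay system – CHO cell line stably expressing human OTR · Timing – 6 min pre-incubation, 100 s read · Measure – normalized max/min fluorescence ratio, % activation · Doses – 3.0 µM, one dose · Detection – Fluo-8 calcium dye fluorescence · Probe or stimulus – oxytocin near EC15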
# CHO parental Ca – ATP-evoked calcium signal inhibitors, parental CHO, primary screen, counter-screen for OX1R antagonist project, cell-based, fluorescence, Fluo-8 calcium dye. inhibition, % at 5.6 µM. hit rate 0.63% among 330,000. AID 463079, 2010. parental CHO-K1, ATP-induced calcium, Fluo-8 fluorescence;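 active = inhibition above that plate's mean sample inhibition plus 3 SD, cut at about 26% in these data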;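 also: 0% = ATP-challenged DMSO wells and 100% = DMSO wells without ATP; some compounds past the cut are filed as inactive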
#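 Assay system: parental CHO cells; Read-out basis: percent inhibition of ATP-evoked calcium rise, normalized to controls; Benchmarks: ATP and no-ATP DMSO wells; Compound dosing: single nominal dose of 5.6 µM per compound; Signal: Fluo-8 calcium dye fluorescence; Also added: ATP as calcium-mobilizing challenge; Repeats: singlicate.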
# Active calls of the source: *; · = not tested or not shown.
SMILES,CHO-K1 Ca antag,CHRM4 antagonist,CHRM1 antagonist,CHO-K1 Ca ag,CHRM1 PAM,M1 ag,CHRM4 agonist,OXTR potentiator,CHO parental Ca
CCOc1ccccc1NC(=O)C1CCCN(S(=O)(=O)c2cccc3nsnc23)C1 (stereo not given),1.2,-5.7,-10.4,5.4,1.9,-4.0,3.9,-8.0,-20.9
COc1ccc(N(CC(=O)NCCSc2ccccn2)S(C)(=O)=O)cc1Cl,-12.0,-7.0,-9.6,0.3,5.6,-2.5,2.2,-9.9,-20.0
COC(=O)c1ccc(CN(C(=O)N2CCN(C)CC2)S(=O)(=O)c2ccc(C)cc2)cc1,-8.4,-4.0,-10.3,0.6,14.7,-0.6,0.8,-6.2,-2.8
CCOc1cc(C(c2c(C)[nH][nH]c2=O)c2c(C)[nH][nH]c2=O)cc(Br)c1OC,15.5,-8.2,2.1,0.1,10.7,-1.4,0.9,-14.6,-6.4
COc1ccc2[nH]c(C)c(CCN(Cc3cccs3)C(=S)Nc3ccc(F)cc3)c2c1,-10.3,-21.6,-7.4,1.1,4.5,-2.3,5.0,-7.9,-2.5
CCOC(=O)CNC(=O)c1nn(-c2cccc(OC)c2)c(=O)c2ccccc12,-2.9,-12.6,-7.1,1.1,-2.2,-4.7,1.8,-14.5,-18.7
Cc1nc2ccc(NC(=O)c3ccc(C)c(S(=O)(=O)N4CCOCC4)c3)cc2s1,-1.4,-0.6,8.5,2.0,0.4,-0.2,8.9,2.3,-45.2
CCN1C(=O)[C@H]2[C@H]3CN=C(SCc4ccc(OC)cc4)N3[C@@](CC)(C(=O)OC)[C@H]2C1=O,-3.5,-2.4,-10.9,0.5,4.4,-1.7,0.6,·,1.9
O=C(c1ccccc1)C1CCN(C(=O)c2c(F)cccc2F)CC1,4.9,-0.2,9.2,4.1,0.2,-2.6,3.2,-9.0,8.9
COc1ccc(N2CCN(C(=O)c3ccc(CS(=O)Cc4ccc(C)cc4)o3)CC2)cc1 (stereo not given),-16.9,-13.9,-11.8,6.1,2.3,-1.3,13.4,-9.0,-4.6
COC(=O)c1[nH]c2ccc(C)cc2c1NS(=O)(=O)c1ccc(F)cc1,-4.4,-2.0,-12.2,0.7,-11.2,-3.9,1.8,-8.1,-1.9
Cc1ccccc1C1N(c2nccs2)C(=O)C2CCCN21 (stereo not given),-10.9,-6.0,-4.0,0.4,15.2,-7.3,0.3,-2.9,0.9
Cc1ccc(S(=O)(=O)N2CCOCC2)cc1NC(=O)c1cc([N+](=O)[O-])ccc1N1CCOCC1,3.6,-6.6,-14.7,0.7,5.7,-2.9,1.1,3.1,-2.8
O=C(NC1CCCC1)C1CCCN(S(=O)(=O)c2cnc[nH]2)C1 (stereo not given),-4.5,-19.1,-18.1,0.3,11.4,-1.6,1.5,-4.6,-5.8
CC1(C)CC(=O)C2=C(C1)OC(N)=C(C#N)C2c1ccccc1 (stereo not given),-3.9,4.6,-3.1,0.1,7.4,-6.0,-0.8,2.2,-10.3
CCCCn1nnnc1C(c1ccccc1)N1CCN(c2ccc(OC)cc2)CC1 (stereo not given),-20.3,-3.7,·,1.1,·,·,1.4,·,·
CC(=O)N1CCN(C(=O)CCc2nc3sc4c(c3c(=O)[nH]2)CCCC4)CC1,-8.9,6.4,-5.8,0.2,4.6,-2.7,-0.1,-11.5,-5.7
Nc1ccc(S(=O)(=O)NCC(=O)OC2CCOC2=O)cc1[N+](=O)[O-] (stereo not given),-5.1,3.5,-7.6,0.1,5.6,-2.7,0.7,0.9,-5.0
CCN(CC)c1ccc(NC(=O)COc2ccc(C#N)cc2)cc1S(=O)(=O)Nc1ccc(OC)cc1,-8.3,3.4,2.5,2.0,1.1,1.8,3.0,-7.3,-1.4
Cc1cccc(C(=O)NC(=S)NNC(=O)c2ccc(Cl)cc2)c1,48.1*,39.6*,36.9*,110.1*,-28.8,93.2*,132.5*,-12.1,64.4*
Cc1ccc(OC(=O)C(F)(F)F)c2c1NCCC2,-8.0,-0.9,-2.8,0.5,10.9,-5.7,4.0,-3.7,-1.6
CCn1c(/C=C/c2ccc(O)c(O)c2)nc2ccccc2c1=O,16.6,-4.6,-6.1,2.5,5.2,0.2,6.6,·,·
O=C(Cc1ccc(F)cc1)Nc1cccc(-c2cn3c(n2)SCC3)c1,-22.8,-11.8,-13.2,0.7,8.8,-4.7,2.4,-6.6,-10.2
CCCN(C(=O)CSc1cc(-c2ccccc2)c2ccc(OC)cc2n1)C1CCS(=O)(=O)C1 (stereo not given),-5.7,-7.2,-4.9,0.6,7.8,-6.8,1.4,-6.9,-21.2
COc1ncnc2c1ncn2CCCNCC(C)c1ccccc1 (stereo not given),-7.8,-3.1,-9.2,0.4,1.1,-10.7,0.2,·,·
Cc1ccc(S(=O)(=O)NCCNc2ccccc2[N+](=O)[O-])cc1,-12.9,-1.1,-6.7,0.9,4.3,-8.7,1.2,-8.6,-5.2
CCOC(=O)C(=O)N=Nc1c(O)n(C)c2ccccc12,-11.2,3.5,-1.6,0.1,1.4,0.2,0.3,-5.5,-5.9
CC(C)n1ncc2c(C(=O)NCCOc3ccccc3F)cc(C3CC3)nc21,-1.7,7.4,22.0,-0.1,-15.3,-6.2,3.8,-4.4,-28.3
Cc1ccc(S(=O)(=O)C(C#N)=C2N(C)c3ccccc3N2C)cc1,-6.3,-10.3,-4.6,1.2,2.5,-7.6,4.6,-0.9,-11.2
CCc1ccc(NC(=O)CNC(=O)[C@@H]2Cc3ccccc3CN2C(=O)OC(C)(C)C)cc1,-14.4,-11.9,-21.1,-1.0,9.7,-5.1,1.2,-4.4,-38.0
CN(C)C(CNC(=O)CCNC(=O)c1ccccc1Cl)c1ccco1 (stereo not given),-11.3,-0.2,-12.0,0.2,8.9,-5.2,1.6,2.9,-6.5
CNC(=O)C1(C(F)(F)F)C/C(=C\CCO)CCCO1 (stereo not given),1.8,1.6,-4.4,-0.2,6.8,-5.6,1.3,-7.2,-5.4
CCOc1ccc2c(C)c(Cl)c(=O)oc2c1,2.4,6.6,7.5,0.1,-7.3,-4.8,0.3,-0.7,-19.1
COc1ccc(-c2c(C(C)=O)c(C)nc3sc4c(c23)NC(c2ccccc2)NC4=O)cc1 (stereo not given),0.4,1.7,-5.1,0.1,2.1,-3.5,0.7,-3.2,-26.2
Cc1ccc(OCC(=O)N(Cc2ccco2)C2CCS(=O)(=O)C2)cc1C (stereo not given),3.9,-7.1,0.9,0.1,5.1,0.6,1.8,-1.9,-14.9
Cc1cc(NC(=O)CSc2nnc(Cc3ccccc3)o2)no1,-8.9,4.3,7.0,1.0,7.4,-2.6,0.5,-3.5,-4.2
OCCCNc1ncnc2sc(-c3ccccc3)cc12,8.1,-6.3,0.4,1.4,12.0,-2.8,7.0,2.0,-8.0
O=C1N=C2N(CCN3CCCCC3)c3ccccc3N2/C1=C\c1ccc([N+](=O)[O-])s1,-9.6,-0.4,-8.2,0.2,4.4,-4.1,0.0,·,·
CC1CCCCC12NC(=O)N(CC(=O)NNC(=O)c1ccc(Br)cc1)C2=O (stereo not given),-5.6,-5.5,1.8,-0.2,-1.3,-3.2,-0.2,4.4,-10.4
O=C(CC1C(=O)NCCN1CC(c1ccccc1)c1ccccc1)NC1CC1 (stereo not given),-0.5,0.2,-2.5,-0.4,-2.4,-6.7,0.0,1.2,-12.7
CCOC(=O)c1c(NC(=O)CSc2c[nH]c3ccccc23)sc2c1CCCC2,0.7,-6.7,-2.4,0.4,-3.5,-1.5,-0.3,-6.7,0.3
COc1ccc(CNC(=O)c2ccc3ccccc3n2)cc1OC,-1.1,-4.5,-1.4,14.4,-7.6,2.4,14.0,-11.5,45.5*
CCCCC(=O)Nc1cc([N+](=O)[O-])ccc1F,-18.1,0.5,-12.5,-0.5,3.9,-3.4,0.4,5.2,-6.5
Cc1cc(F)ccc1S(=O)(=O)Nc1ccc(C(=O)N2CCCCCC2)cc1,0.3,-6.1,12.3,1.1,-11.3,-7.6,4.0,-8.8,-3.5
COc1cc(NC(=O)CSc2nnc(-c3ccncc3)n2C2CCCCC2)ccc1NC(=O)c1ccco1,-13.3,2.0,-6.7,3.0,5.3,-4.0,2.6,-6.6,-14.0
Cc1ccc(CNS(=O)(=O)c2c(C(=O)N3CCCCC3)c(C)n(C)c2C)cc1,2.5,-3.5,-17.0,0.2,20.0,-2.2,0.5,-6.4,-17.4
Oc1cc2c(cc1C(c1ccc(Br)cc1)N1CCCC1)OCO2 (stereo not given),-0.3,2.8,3.0,1.8,4.4,-1.4,6.2,·,·
CCOc1ccc(NC(=S)N(CCN2CCOCC2)Cc2cc3cc4c(cc3[nH]c2=O)OCO4)cc1,-1.5,3.7,-5.2,-0.3,4.0,-14.8,0.2,-8.7,-2.5
COc1ccccc1C(=O)Nc1ccnn1C1CCN(C)CC1,-16.7,3.9,0.6,0.3,-0.7,-4.0,0.0,-1.0,-0.9
O=c1cc(-c2ccsc2)oc2cc(-c3ccc4c(c3)OCO4)ccc12,-13.8,-3.7,-8.3,0.8,6.6,-3.5,2.6,-4.8,-16.5
CCC(=O)OC1CC(C)N(C(=O)c2ccccc2)c2ccc(C)cc21 (stereo not given),-5.9,6.8,-2.5,-0.1,1.9,-5.1,-1.0,-8.3,-13.1
Cc1ccc(C)c(NC(=O)Cc2ccc(S(=O)(=O)N3CCCCC3)s2)c1,-5.6,4.7,-0.8,2.1,2.0,-6.4,2.7,-5.7,-14.3
COc1ccc(NS(=O)(=O)c2cccc(C(=O)N/N=C(\C)c3ccncc3)c2)cc1,-3.1,1.2,0.1,0.8,-1.6,-6.2,0.9,-4.5,-3.3
CCOC(=O)c1sc(NC(=O)CSc2ncccn2)nc1C,-0.6,-5.7,-1.9,0.0,6.7,-1.1,1.4,-9.5,-3.4

# 3 structures out of the list, arranged by length of the SMILES, lowest first.
SMILES,CHO-K1 Ca antag,CHRM4 antagonist,CHRM1 antagonist,CHO-K1 Ca ag,CHRM1 PAM,M1 ag,CHRM4 agonist,OXTR potentiator,CHO parental Ca
Cc1cc(F)ccc1S(=O)(=O)Nc1ccc(C(=O)N2CCCCCC2)cc1,0.3,-6.1,12.3,1.1,-11.3,-7.6,4.0,-8.8,-3.5
Cc1ccc(C)c(NC(=O)Cc2ccc(S(=O)(=O)N3CCCCC3)s2)c1,-5.6,4.7,-0.8,2.1,2.0,-6.4,2.7,-5.7,-14.3
COc1cc(NC(=O)CSc2nnc(-c3ccncc3)n2C2CCCCC2)ccc1NC(=O)c1ccco1,-13.3,2.0,-6.7,3.0,5.3,-4.0,2.6,-6.6,-14.0

# Source: PubChem BioAssay (The Scripps Research Institute Molecular Screening Center)
